Luciferase inh: inhibitors of firefly (Photinus pyralis) luciferase | purified P. pyralis luciferase, luminescence, biochemical | AID 1347043 | P08659 | Potency, µM (series often up to 115 µM), without a hit: at the top dose activity change, negative = inhibition, hits mostly inhibitors | 2.5% of 76,000 active; note: potency is the fitted concentration of half-maximal effect; nearly all actives have a fitted effect of over 65% in size
Target sequence (P08659 whole entry, looked up): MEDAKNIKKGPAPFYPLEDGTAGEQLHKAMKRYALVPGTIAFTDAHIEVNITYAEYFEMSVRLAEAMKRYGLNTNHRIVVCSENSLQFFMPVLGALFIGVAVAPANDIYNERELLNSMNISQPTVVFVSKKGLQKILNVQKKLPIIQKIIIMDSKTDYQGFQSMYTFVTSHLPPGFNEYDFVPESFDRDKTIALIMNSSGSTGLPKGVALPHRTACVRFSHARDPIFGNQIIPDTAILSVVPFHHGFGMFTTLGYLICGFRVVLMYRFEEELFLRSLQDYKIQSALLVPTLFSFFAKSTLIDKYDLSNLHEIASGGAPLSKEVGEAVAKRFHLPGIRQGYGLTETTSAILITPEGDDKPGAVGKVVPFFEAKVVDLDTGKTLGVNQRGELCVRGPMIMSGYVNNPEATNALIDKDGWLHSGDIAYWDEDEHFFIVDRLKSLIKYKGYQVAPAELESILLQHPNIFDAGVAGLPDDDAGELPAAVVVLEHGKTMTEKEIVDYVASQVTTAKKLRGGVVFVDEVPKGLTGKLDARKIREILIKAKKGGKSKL
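FLuc 10nM, D-luciferin 10uM, ATP 10uM, Mg acetate 10mM, Tris acetate pH 7.5, Tween/BSA; cpd qHTS; enzyme added last; CCD luminescence.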
NIH3T3 tox: NIH 3T3 cell cytotoxicity; NIH 3T3 viability, CellTiter-Glo ATP luminescence, 48-72 h; Potency, µM (highest dose often 96.7 µM), for the others: at the highest dose activity change, negative = cytotoxicity, usual class: inhibitors; 4.3% of 94,000 active; note: potency is the fitted concentration of half-maximal effect; nearly all actives have a fitted effect of over 55% in size
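ATP-dependent luminescence (CellTiter-Glo) served as the viability signal for NIH 3T3 cells treated with compound for 48 or 72 hr at 37 °C.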
SNCA expr inh: SNCA gene expression inhibition; HEK-293 SNCA-luciferase knock-in, luminescence, 24 h; Potency, µM (titrated, usually from 57.2 µM), without a hit: at the highest dose activity change, negative = inhibition, most hits filed as inhibitors; 0.17% of 140,000 active;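 note: potency is the fitted concentration of half-maximal effect; plate controls were DMSO cells for no effect and cell-free wells for full effect; nearly all actives have a fitted effect of over 45% in size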
HEK293 tox: cytotoxic compounds in HEK 293 cells; HEK 293 viability, ATP luminescence (CellTiter-Glo), 48-72 h; AID 1345083; 6.6% of 94,000 active; Potency, µM (highest dose often 115 µM), inactives show at the top dose activity change, negative = cytotoxicity, usual class: inhibitors; note: potency is the fitted concentration of half-maximal effect; nearly all actives have a fitted effect of over 60% in size
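Luminescence from cellular ATP, measured with CellTiter-Glo, indicates HEK 293 viability. Cells plated at 250 cells/well are treated with compound for 48 or 72 hr at 37 degree Celsius before reagent addition.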
GPT2 inhibitor: blocks human glutamate pyruvate transaminase 2 | Potency, µM (doses to about 57.7 µM), for the others: at the top dose activity change, negative = inhibition, actives largely listed as inhibitors | Q8TD30 | AID 1671188 | 0.25% of 100,000 active | Recombinant GPT2, coupled pyruvate oxidase/HRP Amplex Red fluorescence; note: potency is the fitted concentration of half-maximal effect; nearly all actives have a fitted effect of over 60% in size; many of its hits are not listed in these tables
Target sequence (Q8TD30 whole entry, looked up): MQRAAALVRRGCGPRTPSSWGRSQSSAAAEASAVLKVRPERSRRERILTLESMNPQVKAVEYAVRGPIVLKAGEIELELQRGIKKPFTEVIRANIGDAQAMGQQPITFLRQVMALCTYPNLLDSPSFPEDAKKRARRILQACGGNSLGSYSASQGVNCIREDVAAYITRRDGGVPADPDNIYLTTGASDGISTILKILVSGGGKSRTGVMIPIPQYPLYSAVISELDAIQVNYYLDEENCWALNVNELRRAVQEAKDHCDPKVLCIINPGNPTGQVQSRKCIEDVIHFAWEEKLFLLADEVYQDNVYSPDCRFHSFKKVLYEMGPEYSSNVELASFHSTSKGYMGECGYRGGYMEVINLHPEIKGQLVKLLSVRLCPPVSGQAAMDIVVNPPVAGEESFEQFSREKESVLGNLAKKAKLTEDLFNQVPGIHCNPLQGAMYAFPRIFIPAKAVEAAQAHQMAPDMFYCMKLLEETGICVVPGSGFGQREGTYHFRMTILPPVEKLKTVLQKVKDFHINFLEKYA
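Fluorescence read-out: pyruvate from GPT2 turnover coupled to pyruvate oxidase, HRP and Amplex Red (0.2mM ThPP, 0.2U/mL PO and HRP, 50uM Amplex final). Substrates 250uM a-KG, 2mM L-alanine; enzyme 10ng/uL; 30 min RT.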
HEK293 viab: counter-screen for SNCA expression inhibitors: cell viability; HEK-293-SNCA-luc viability, GF-AFC fluorescence, 24 h; Potency, µM (doses to about 57.1 µM), inactives show at the top dose activity change, negative = cytotoxicity, most hits filed as cytotoxic; 0.12% of 150,000 active; AID 1671193;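 note: potency is the fitted concentration of half-maximal effect; 0% = DMSO-treated cells and -100% = medium-only wells without cells; nearly all actives have a fitted effect of over 30% in size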
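Cytotoxicity counterscreen: after 24 h compound treatment of genome-edited SNCA-luciferase HEK-293 cells, live-cell protease substrate GF-AFC read by fluorescence after 30 min; activity scaled between DMSO (0%) and medium-only (-100%), curves Hill-fitted.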
IP6K1 inhibitor: blocks human inositol hexakisphosphate kinase 1. activity change, % (series mostly up to about 58 µM). Q92551. 0.81% of 140,000 active. IP6K1 kinase, ADP-Glo luminescence, 2 h; hits give low values; in the data active = activity change below about -25%
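ADP-Glo luminescence measures ADP made by human IP6K1 during a 2 h RT reaction with ATP/IP6 (mix at 1.3 mM/130 uM); top library doses 57.5 and 19.1 uM final.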
An asterisk follows results filed as active; i = inactive; u = inconclusive; x = not tested or not shown; [ ] = dose if it differs, or a comment. Unless noted, calls come from the whole dose curve; as a rule, active = well fitted curve in the direction sought with a large enough effect; inconclusive = small, poorly fitted or top-dose-only effect, or another doubt; inactive = no such curve, though single readings can be large; an effect the other way counts as inactive or inconclusive. Unless noted, % is set by controls: 0 for no effect and ±100 for the full control effect. Not all compounds are listed; count on the stated rates, not on these rows.

compound | Luciferase inh | NIH3T3 tox | SNCA expr inh | HEK293 tox | GPT2 inhibitor | HEK293 viab | IP6K1 inhibitor
Cc1ncc2c(n1)C[C@@H]1CC[C@H]2N1C(=O)C1(c2ccccc2)CC1 | 0.0% | -11.4% | -14.4% | -10.9% | i | 7.9% | 4.5
CCc1cc2c(s1)-n1c(C)nnc1CN=C2c1ccccc1Cl | x | x | 8.0%[25.6 µM] | x | -3.1% | 1.8%[23.9 µM] | 20.9
CCCCCOc1cc2c(cc1-c1cc(/C=C/C(=O)O)ccc1O)C(C)(C)CCC2(C)C | x | x | x | x | 1.2% | u | -27.1*
CC1(C)C(=O)N(c2ccc(C#N)c(C(F)(F)F)c2)C(=O)N1CCCCO | x | x | x | x | 0.7% | -6.2% | 18.6
Cc1ncc2c(c1CNCC1(O)CNCCOC1)CCNC2 (stereo not drawn) | -2.3% | i | u | -1.4% | -4.4%[11.5 µM] | -7.3% | 12.3
Cc1cccc2sc(NC(=O)c3cccn(Cc4ccccc4)c3=O)nc12 | x | x | 3.5% | x | x | 4.3% | 17.0
O=c1ccc(-c2cccs2)c2n1C[C@H]1C[C@@H]2CN(S(=O)(=O)c2cccc(C(F)(F)F)c2)C1 | 11.8% | -14.2% | 23.5% | -3.1% | 0.0% | 4.3% | 25.3
COC[C@H]1CCCN1C[C@H]1CN2CC[C@H]1C[C@@H]2CNC(=O)c1ccc(C(F)(F)F)cc1 | -5.5%[172 µM] | u | 36.9%[activator][87.6 µM] | u | i | 3.0%[87.6 µM] | -6.8
CC(C)NC(C)C | x | x | -29.8%[25.6 µM] | x | 3.9% | 9.9%[23.9 µM] | -3.7
Cn1cnc(S(=O)(=O)N2[C@H]3CC[C@@H]2c2cnc(-c4ccccc4)nc2C3)c1 | -0.4% | -11.2% | -8.0% | -9.6% | 1.3% | -1.3% | -8.5
CCN(CC)C(=O)c1ccc(NC(=O)COc2ccc(-c3nn(C)c(=O)c4ccccc34)cc2)cc1 | x | x | -4.9% | x | x | 2.6% | 16.2
CN(C)c1ccc(C(=O)NC[C@H]2C[C@@H]3CCN2C[C@@H]3CN(C)c2ccccc2)cc1 | -10.9%[172 µM] | u | 14.9%[87.6 µM] | u | i | -4.7%[87.6 µM] | -5.8
CC(C)N1CCN(C(=O)Cc2cccn2-c2ccc(F)cc2)CC1 | 2.9% | 4.8% | -10.4% | -18.2% | i | -0.2% | 11.4
C#CCN(C)C[C@H]1CN2CC[C@H]1C[C@@H]2CNC(=O)c1ccccc1 | -1.7%[172 µM] | -2.2%[174 µM] | 3.6%[87.6 µM] | 3.2%[172 µM] | -3.3%[88.5 µM] | -0.5%[87.6 µM] | -10.6
C=C[C@H]1CN2CC[C@H]1C[C@@H]2[C@@H](O)c1ccnc2ccccc12 | x | x | x | x | i | 6.1% | 6.9
CC(=O)N(C1CC1)C1CCOC2(CCNCC2)C1 (stereo not drawn) | -12.9% | -19.4% | 27.0% | -23.4% | i | 22.7% | -10.6
O=c1c(-c2cccc(C(F)(F)F)c2)ccc2n1C[C@H]1C[C@@H]2CN(S(=O)(=O)c2cccs2)C1 | 2.4% | -19.1% | -20.2% | u | -3.3% | 2.9% | 4.2
Cc1ncccc1C(=O)N1[C@H]2CC[C@@H]1c1cnc(-c3ccc(F)cc3)nc1C2 | -29.9% | u | 14.4% | u | i | 4.7% | 5.9
O=C(NC[C@H]1C[C@@H]2CCN1C[C@@H]2CN1CCN(c2ccccn2)CC1)c1ccc2c(c1)OCO2 | 0.6% | -4.2% | 0.4% | -16.3% | 1.5% | 8.1% | 4.1
CC(C)(O)/C=C/C(=O)[C@](C)(O)[C@H]1[C@H](O)C[C@@]2(C)[C@@H]3CC=C4[C@@H](C[C@H](O)C(=O)C4(C)C)[C@]3(C)C(=O)C[C@]12C | x | x | x | x | i | u | 8.2
CCCS(=O)(=O)Nc1ccc(=O)n2c1[C@@H]1C[C@@H](CN(C(=O)c3ccc(F)cc3)C1)C2 | 1.8%[172 µM] | -7.7%[174 µM] | u | 0.0%[172 µM] | u | -4.2%[87.6 µM] | 59.4
COC1CC(OC2CCC3(C)C(=CCC4C3CCC3(C)C(C(C)OC5OC(COC6OC(CO)C(O)C(O)C6O)C(O)C(O)C5O)CCC43O)C2)OC(C)C1OC1OC(C)C(O)C(OC)C1O (stereo not drawn) | x | x | x | x | i | 0.1%[12.5 µM] | -5.2
COc1ccc2c(c1)C1(CCN(S(=O)(=O)c3cccc(F)c3)C1)C(=O)N2C (stereo not drawn) | 5.0% | -19.4% | -24.2% | 44.7µM* | i | 1.7% | 30.7
O=C(Nc1ccccc1)N1C[C@@H]2C[C@H](C1)c1c(-c3ccc(Cl)cc3)ccc(=O)n1C2 | 5.4%[172 µM] | u | -23.8%[87.6 µM] | u | 2.5%[88.5 µM] | -10.3%[87.6 µM] | 5.3
O=[N+]([O-])c1ccc([As](=O)(O)O)cc1 | x | x | -29.0%[25.6 µM] | x | i | -11.2%[23.9 µM] | 28.3
Clc1ccc(CCC(Cn2ccnc2)Sc2c(Cl)cccc2Cl)cc1 (stereo not drawn) | x | x | -16.3% | x | u | -3.4% | 2.4
NC(=O)CN1CC(O)CC1=O (stereo not drawn) | x | x | 27.3% | x | -3.1% | 3.4% | x
CCOC(=O)[C@H]1CN(S(=O)(=O)Cc2ccccc2)[C@]2(C)C(=O)N(CC3CC3)c3ccccc3[C@H]12 | x | u | -14.9%[25.6 µM] | u | -4.0%[27.3 µM] | u | -16.0
N#Cc1ccccc1S(=O)(=O)N1C[C@@H]2C[C@H](C1)c1c(-c3ccccc3F)ccc(=O)n1C2 | 1.0% | -14.0% | 3.0% | -9.4% | -26.8% | 3.2% | 12.0
COc1cc2c(cc1OCc1ccccc1)NC(=O)C21CCN(Cc2nccn2C)CC1 | u | u | 57.6%[activator][87.6 µM] | u | -11.2%[88.5 µM] | -4.7%[87.6 µM] | -14.5
Cc1ccc(Cn2cccc(C(=O)Nc3nc4ccc(C)cc4s3)c2=O)cc1 | x | x | 60.5%[activator] | x | x | 6.1% | -4.4
CCCCc1cn(C[C@H]2C[C@@H]3CCN2C[C@@H]3C(=O)NC2CCCCC2)nn1 | -3.4%[172 µM] | -0.9%[174 µM] | -9.1%[87.6 µM] | -8.4%[172 µM] | 0.1%[88.5 µM] | -16.3%[87.6 µM] | 0.0
CNC1CCc2ccccc21 (stereo not drawn) | x | i | -13.5%[87.6 µM] | i | -2.3%[88.5 µM] | 5.6%[87.6 µM] | 2.0
Cc1cc(C(=O)N2CCC3(CC2)NCc2ccccc2-n2ccnc23)nn1C | -0.9% | -3.7% | 4.8% | -0.5% | i | -9.3% | 22.6
CC[C@H]1CN2CC[C@H]1C[C@@H]2CNS(=O)(=O)c1cccc(F)c1 | -1.9%[172 µM] | -11.6%[174 µM] | 9.8%[87.6 µM] | i | 0.0%[88.5 µM] | 0.7%[87.6 µM] | -11.4
C=C[C@H]1CN2CC[C@H]1C[C@@H]2CNC(=O)Nc1ccc(C(C)=O)cc1 | 0.4%[172 µM] | u | 30.7%[activator][87.6 µM] | -0.4%[172 µM] | -4.7%[88.5 µM] | 3.5%[87.6 µM] | 5.4
CCOc1ccc(CN(CCc2ccc3c(c2)OCO3)Cc2ccc(CC)cc2)cc1 | x | x | 43.7%[activator] | x | x | 1.7% | -11.8
CCCNC(=O)N1[C@H]2CC[C@@H]1c1cnc(-c3ccc(F)cc3)nc1C2 | 1.1% | u | -18.3% | u | i | 8.2% | -7.6
COc1cc2c(cc1CCc1ccccc1)N(C(=O)c1ccc3[nH]ccc3c1)CC21CCN(C(C)=O)CC1 | -0.3% | u | u | u | -11.5% | u | -2.5
COc1cc2c(cc1OCC1CC1)NC(=O)C21CCN(C(=O)Cc2ccccc2)CC1 | -1.8%[172 µM] | u | -4.8%[87.6 µM] | u | 0.3%[88.5 µM] | -12.8%[87.6 µM] | -21.6
CC(C)CN1Cc2ccccc2-n2ccnc2C12CCN(C(=O)c1ccccc1F)CC2 | -7.5% | -6.7% | 14.6% | -27.4% | i | 5.9% | 29.1
O=C(Nc1ccccc1)OC[C@H]1C[C@@H]2CCN1C[C@@H]2c1cc(C2CCCC2)nc(-c2ccncc2)n1 | u | 7.94µM* | u | 3.98µM* | 0.5% | u | 1.7
c1cnc2c(c1)NC1(CCCNC1)C(=NC1CCCC1)N2 (stereo not drawn) | 0.0% | u | 1.1% | u | u | 7.0% | 0.0
O=C1CC2CCN(CC3CCCC3)CC2CCN1 (stereo not drawn) | x | i | 9.6%[87.6 µM] | i | -17.0%[88.5 µM] | -6.1%[87.6 µM] | -14.8
O=C(Nc1ccc2n(c1=O)C[C@H]1C[C@@H]2CN(C(=O)c2ccccc2)C1)NC1CCCCC1 | u | -19.3%[174 µM] | 34.6%[activator][87.6 µM] | -1.5%[172 µM] | -3.2%[88.5 µM] | -6.3%[87.6 µM] | -2.4
O=C(NC[C@H]1C[C@@H]2CCN1C[C@@H]2CN1CCN(c2ccccc2)CC1)Nc1ccsc1 | -12.8% | u | 4.5% | u | -36.6% | 8.2% | -7.5
C#C[C@H]1CN2CC[C@H]1C[C@@H]2CNS(=O)(=O)Cc1ccccc1 | -0.6%[172 µM] | -7.8%[174 µM] | 24.6%[87.6 µM] | -4.6%[172 µM] | 4.2%[88.5 µM] | -7.0%[87.6 µM] | 6.5
O=C(Cc1ccc(F)cc1)N1CCN(Cc2ccccc2-c2cccnc2)CC1 | x | u | -4.8% | u | i | -21.7%[12.5 µM] | 1.9
CCCN1CCN(C(=O)Cc2cccn2-c2ccc(F)cc2)CC1 | 0.8% | 1.1% | -18.4% | -6.3% | -3.0% | 0.2% | 4.8
C#CCN(C)C[C@H]1CN2CC[C@H]1C[C@@H]2CNC(=O)Nc1ccc(OC)cc1 | 1.3%[172 µM] | i | 5.6%[87.6 µM] | -5.1%[172 µM] | -6.9%[88.5 µM] | 4.4%[87.6 µM] | 4.9

Further structures:
compound | Luciferase inh | NIH3T3 tox | SNCA expr inh | HEK293 tox | GPT2 inhibitor | HEK293 viab | IP6K1 inhibitor
OC[C@@H]1[C@H]2CN(C3CCCCCC3)CCN2C[C@H]1c1ccccc1 | x | u | x | -17.1% | x | x | 1.7
O=C(O)CCC(=O)N1C[C@@H]2C[C@H](C1)c1ccc(-c3ccc(Cl)cc3)c(=O)n1C2 | 8.5%[172 µM] | i | u | 1.9%[172 µM] | i | 0.2%[87.6 µM] | -0.9
CN1CCN(C(=O)Cc2c[nH]c3ncc(-c4cccc(F)c4)cc23)CC1 | -7.3%[172 µM] | u | 4.8%[87.6 µM] | -17.9%[172 µM] | 0.4%[88.5 µM] | 8.2%[87.6 µM] | -11.9
O=C(c1cnccn1)N1[C@H]2CC[C@@H]1c1cnc(-c3ccc(F)cc3)nc1C2 | -18.7% | -23.3% | 8.3% | u | i | 9.0% | 25.4
COc1ccc(S(=O)(=O)N2[C@H]3CC[C@@H]2c2cnc(C)nc2C3)cc1 | -4.8% | -9.2% | -18.4% | -27.6% | 1.7% | 16.7% | 4.2
